# CYP2C9 act – CYP2C9 (human) activation; P11712; recombinant CYP2C9, luciferin-H conversion, luminescence; active compounds read high; factor 1 = untreated enzyme, 0 = blocked; activation factor at 5 µM; 96,000 tested, 1.4% active; AID 1024;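 active means activation factor of 2 or more for CYP2C9 at a 5 µM dose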;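 further: 0 = sulfaphenazole-blocked wells and 1 = vehicle-only wells; values of inactives mirror those of a sister screen read the other way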
# Target sequence (P11712 whole entry, looked up): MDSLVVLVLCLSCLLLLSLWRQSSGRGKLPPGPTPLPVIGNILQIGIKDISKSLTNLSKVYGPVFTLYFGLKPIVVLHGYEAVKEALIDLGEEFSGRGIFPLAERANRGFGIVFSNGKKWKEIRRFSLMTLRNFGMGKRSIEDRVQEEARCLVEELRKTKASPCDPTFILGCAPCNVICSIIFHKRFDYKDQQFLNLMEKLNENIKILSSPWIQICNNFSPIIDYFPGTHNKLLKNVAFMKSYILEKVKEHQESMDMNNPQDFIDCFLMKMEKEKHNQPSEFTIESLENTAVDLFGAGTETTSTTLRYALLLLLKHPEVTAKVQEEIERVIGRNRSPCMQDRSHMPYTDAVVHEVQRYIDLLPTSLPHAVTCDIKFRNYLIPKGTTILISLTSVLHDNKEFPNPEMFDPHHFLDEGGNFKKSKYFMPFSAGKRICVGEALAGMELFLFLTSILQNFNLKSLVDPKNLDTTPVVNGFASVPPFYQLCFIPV
# CYP2C9 inh – inhibitors of human CYP2C9 | P11712 | CYP2C9 Supersomes, luciferin-H conversion, luminescence | inhibition, % at 5 µM | 96,000 tested, 20% active;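 active means blocking of liver enzyme CYP2C9 beyond about 50% at 5 µM, limit read from the data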; further: values of inactives mirror those of a sister screen read the other way
# MT1-MMP txn act – activates MT1-MMP transcription. activation factor at 10 µM. 86,000 tested, 0.16% active. AID 750. HT1080 MT1-MMP promoter luciferase reporter, luminescence, overnight; active compounds read high;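 active means activation factor of at least 2 for MT1-MMP transcription at 10 µM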
# CD11b adhes inh – inhibitors of human CD11b/CD18 binding to fibrinogen; P05107+P11215; K562 CD11b/CD18 adhesion to fibrinogen, ATPlite luminescence; Mn2+ added to activate the integrin; inhibition, % at 10 µM; 93,000 tested, 0.54% active;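 active means primary inhibition of 50% or more at 10 µM, then 40% or more on retest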; further: some results filed as inactive read as strong as hits
# CYP2C19 act – activators of human cytochrome P450 2C19; P33261; recombinant CYP2C19, luciferin-H EGE luminescence; active compounds read high; 0 = fully inhibited enzyme, 1 = untreated enzyme; activation factor at 5 µM; 96,000 tested, under 10 active; AID 1025;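 active means activation factor of at least 2 at 5 µM in the primary screen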;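 further: 0 = wells with 2.5 mM tranylcypromine and 1 = vehicle-only wells; values of inactives mirror those of a sister screen read the other way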
# Target sequence (P33261 whole entry, looked up): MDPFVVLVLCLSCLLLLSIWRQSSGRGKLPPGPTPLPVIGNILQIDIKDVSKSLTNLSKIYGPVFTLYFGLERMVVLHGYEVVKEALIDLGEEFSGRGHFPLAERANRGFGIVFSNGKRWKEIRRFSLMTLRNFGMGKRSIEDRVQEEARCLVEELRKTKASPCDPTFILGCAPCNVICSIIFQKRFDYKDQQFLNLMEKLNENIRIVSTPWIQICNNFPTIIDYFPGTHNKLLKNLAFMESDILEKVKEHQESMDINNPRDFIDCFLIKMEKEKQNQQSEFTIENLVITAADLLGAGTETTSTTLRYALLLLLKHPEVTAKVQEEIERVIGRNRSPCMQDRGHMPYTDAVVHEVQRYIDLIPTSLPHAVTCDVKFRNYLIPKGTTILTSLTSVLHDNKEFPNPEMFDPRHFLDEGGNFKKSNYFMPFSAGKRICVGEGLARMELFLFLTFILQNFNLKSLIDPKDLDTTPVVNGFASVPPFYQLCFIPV
# CD11b adhes enh – CD11b/CD18-fibrinogen binding enhancement; P05107+P11215; K562 CD11b/CD18 adhesion to fibrinogen, ATPlite luminescence; activation, % at 10 µM; 93,000 tested, 0.07% active; AID 1499;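 active means 10 µM primary screen giving 50% or more activity, confirmed by 40% or more on retest at that dose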; further: strong numbers were not always called active; reference of the scale not given here
# PLAP activator – activates human placental alkaline phosphatase. P05187. purified PLAP enzyme, luminescent substrate read-out; active compounds read high. activation fold at 20 µM. 96,000 tested, 1.2% active. AID 696; in the data active means activation fold above about 2
# CYP2C19 inhib – blocks human cytochrome P450 2C19; inhibition, % at 5 µM; CYP2C19 Supersomes, luciferin-H EGE luminescence, 30 min; 96,000 tested, 21% active;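 active means CYP2C19 inhibition above a set limit at 5 µM in the primary screen, cut at about 50% in these data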;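 further: plate controls were negative control wells for no effect and 2.5 mM tranylcypromine positive control for full effect; values of inactives mirror those of a sister screen read the other way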
# Pyk2 oligo antag – blocks oligomerization of human Pyk2 in cells; AID 1347419; Q14289; Q293 cells, Pyk2 FERM NanoBiT luminescence; active compounds read low; z-score (the deposit names both 25 µM and 10 µM); 99,000 tested, 0.83% active;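 active means Z-score of -3 or lower, scaled per plate to the spread of control and sample wells; inactive means z-score above -3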;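 further: negative z-score means lost luminescence so less FERM oligomerization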
# * hit, by the source's call; . = no result given.
CYP2C9 act	CYP2C19 act	MT1-MMP txn act	CYP2C19 inhib	CD11b adhes inh	Pyk2 oligo antag	CYP2C9 inh	PLAP activator	CD11b adhes enh	compound
1	1	1.1	-3	-6	0.35	-1	1	-2	CCCSc1nc(C)c(CC(=O)O)c(=O)[nH]1
0.6	0.7	1.1	33	-5	-0.06	42	0.8	-7	COc1ccc(OC)c(-n2nnnc2SCC(=O)Nc2ccc3c(c2)OCCO3)c1
0.9	0.9	1.2	12	62*	0.4	7	1.4	3	COc1ccc(N2CCN(CCCn3c(=S)[nH]c4ncccc4c3=O)CC2)cc1
1	0.7	1.3	26	1	0.42	4	1.1	-2	COC(=O)CCc1c(C)nn(-c2ccccc2)c1C
0.4	0	1.3	96*	12	0.76	56*	0.9	-7	CCCCCCNC(=O)Nc1ccccc1
0.9	0.6	1.1	45	-15	0.72	8	1	-3	c1ccc2c(c1)CCCN2Cc1nnnn1CC1CCCO1 (centres undefined)
0.2	1	1.1	-3	-16	-2.5	81*	1.7	-5	O=c1nc(/C=C/c2cc([N+](=O)[O-])ccc2Cl)cc(C(F)(F)F)[nH]1
0.3	0.5	1.1	49	-23	0.41	71*	1.4	0	C=CCn1c(O)c(N=NC(=O)CNC(=O)/C=C/c2ccco2)c2ccccc21
0.5	0.9	.	14	2	1.5	54*	1.1	3	COc1ccc(S(=O)(=O)NNC(=O)c2csc(-n3nc(C)cc3C(F)(F)F)n2)cc1OC
0.2	0	1.1	98*	-1	-0.49	81*	1.6	5	CC1=C(C(=O)OCC2CCCO2)C(c2ccccc2OC(C)C)C2=C(CC(c3ccco3)CC2=O)N1 (centres undefined)
0.8	0.3	1.2	66*	-4	0.51	18	1	31	CCCCC(=O)NC(Nc1ccc(C)cn1)(C(=O)OCC)C(F)(F)F (centres undefined)
1	1.1	.	-6	18	1.3	-3	1	-3	COc1ccc(C2OCC3(CO2)SC(N)=NC3=O)cc1 (centres undefined)
1	1	.	3	-56	-0.46	4	1.6	1	O=C(N/N=C/c1ccccn1)C1CC1
0.1	0	1.3	96*	-18	0.95	94*	0.9	-2	Cc1ccc(S(=O)(=O)Nc2ccc(N3CCOCC3)cc2)cc1
1	1	1.1	0	-1	0.92	4	1.8	-2	CCOc1ccc2nc(SCC(=O)Nc3ncccn3)[nH]c2c1
0.8	0.7	1	30	-8	1.1	16	1.5	-1	CC(NCC(O)COCc1cccs1)C1CC2CCC1C2 (centres undefined)
0.3	0.6	.	38	-12	-0.61	70*	1	72*	O=C(/C=C/c1cccnc1)c1ccc(NC(=O)c2cccc(Br)c2)cc1
0.7	0.7	.	35	-3	1.9	29	0.9	0	COc1ccc(CCNC(=O)c2cccnc2)cc1
1.2	0.9	1.1	11	1	-0.73	-15	1	3	Cc1nc(NCC2CCCO2)c2nnn(Cc3ccccc3)c2n1 (centres undefined)
1	0.8	1.4	23	-4	-0.24	3	1.1	4	CCn1c(SCC(=O)Nc2nc(C)cs2)nnc1-c1cccnc1
0.7	0.6	1.2	44	17	1.1	34	0.9	-4	CCOC(=O)c1ccc(NC(=O)CN2CCc3ccccc3C2)cc1
1	1.1	1.1	-6	5	-0.11	1	1.3	-4	COc1cc(C(=O)O)nc2ccccc12
1.4	0.8	1	19	-37	-0.22	-37	1.1	4	COc1ccc(-c2ccc(-c3noc(-c4ccccc4OC)n3)c(OC)n2)cc1
0.9	1	1.1	2	-2	1.8	12	1.1	-1	O=C(O)c1ccccc1S(=O)(=O)c1ccccc1CO

# 17 structures from above, sorted by molar mass, smallest number first:
CYP2C9 act	CYP2C19 act	MT1-MMP txn act	CYP2C19 inhib	CD11b adhes inh	Pyk2 oligo antag	CYP2C9 inh	PLAP activator	CD11b adhes enh	compound
1	1.1	1.1	-6	5	-0.11	1	1.3	-4	COc1cc(C(=O)O)nc2ccccc12
0.7	0.7	.	35	-3	1.9	29	0.9	0	COc1ccc(CCNC(=O)c2cccnc2)cc1
0.9	1	1.1	2	-2	1.8	12	1.1	-1	O=C(O)c1ccccc1S(=O)(=O)c1ccccc1CO
1	1.1	.	-6	18	1.3	-3	1	-3	COc1ccc(C2OCC3(CO2)SC(N)=NC3=O)cc1 (centres undefined)
0.8	0.7	1	30	-8	1.1	16	1.5	-1	CC(NCC(O)COCc1cccs1)C1CC2CCC1C2 (centres undefined)
1.2	0.9	1.1	11	1	-0.73	-15	1	3	Cc1nc(NCC2CCCO2)c2nnn(Cc3ccccc3)c2n1 (centres undefined)
1	1	1.1	0	-1	0.92	4	1.8	-2	CCOc1ccc2nc(SCC(=O)Nc3ncccn3)[nH]c2c1
0.1	0	1.3	96*	-18	0.95	94*	0.9	-2	Cc1ccc(S(=O)(=O)Nc2ccc(N3CCOCC3)cc2)cc1
0.7	0.6	1.2	44	17	1.1	34	0.9	-4	CCOC(=O)c1ccc(NC(=O)CN2CCc3ccccc3C2)cc1
0.2	1	1.1	-3	-16	-2.5	81*	1.7	-5	O=c1nc(/C=C/c2cc([N+](=O)[O-])ccc2Cl)cc(C(F)(F)F)[nH]1
1	0.8	1.4	23	-4	-0.24	3	1.1	4	CCn1c(SCC(=O)Nc2nc(C)cs2)nnc1-c1cccnc1
0.8	0.3	1.2	66*	-4	0.51	18	1	31	CCCCC(=O)NC(Nc1ccc(C)cn1)(C(=O)OCC)C(F)(F)F (centres undefined)
0.3	0.5	1.1	49	-23	0.41	71*	1.4	0	C=CCn1c(O)c(N=NC(=O)CNC(=O)/C=C/c2ccco2)c2ccccc21
1.4	0.8	1	19	-37	-0.22	-37	1.1	4	COc1ccc(-c2ccc(-c3noc(-c4ccccc4OC)n3)c(OC)n2)cc1
0.3	0.6	.	38	-12	-0.61	70*	1	72*	O=C(/C=C/c1cccnc1)c1ccc(NC(=O)c2cccc(Br)c2)cc1
0.5	0.9	.	14	2	1.5	54*	1.1	3	COc1ccc(S(=O)(=O)NNC(=O)c2csc(-n3nc(C)cc3C(F)(F)F)n2)cc1OC
0.2	0	1.1	98*	-1	-0.49	81*	1.6	5	CC1=C(C(=O)OCC2CCCO2)C(c2ccccc2OC(C)C)C2=C(CC(c3ccco3)CC2=O)N1 (centres undefined)

# Next section.
CYP2C9 act	CYP2C19 act	MT1-MMP txn act	CYP2C19 inhib	CD11b adhes inh	Pyk2 oligo antag	CYP2C9 inh	PLAP activator	CD11b adhes enh	compound
0.3	0.8	1.1	21	-27	-0.26	73*	1.2	-2	COc1ccc(CCNC(=O)C2CCN(S(=O)(=O)c3cnc[nH]3)CC2)cc1OC
0.8	0.7	0.6	26	-5	0.46	21	0.9	-7	CC(C)=CC(=O)Nc1ccc2c(c1)OCO2
0.8	0.4	1.5	61*	9	-0.44	20	0.9	-4	Cc1ccc(NC(=O)Cc2nc(CSc3nnc(-c4ccc5c(c4)OCO5)o3)cs2)cc1
0.9	0.3	1.5	69*	-2	-0.61	7	1	0	CCOc1ccc(C(=O)Nc2ccc3c(c2)OCCO3)cc1OC
1.6	0.6	1.1	36	6	-0.63	-59	1.2	0	COc1ccc(S(=O)(=O)N2CCCC(C(=O)NCc3ccccn3)C2)cc1Cl (centres undefined)
0.5	0.8	1.2	17	0	0.1	46	0.8	-4	Cc1nn(C)cc1CNC(=O)c1cccc(Cl)c1
1.1	1	1.3	2	-16	-0.65	-10	1.2	0	Nc1cc(C(=O)O)ccc1Nc1ccc(F)c(F)c1
0.7	0.2	0.9	81*	-6	0.8	28	1.1	-2	CC(C)N(C(=O)CSc1nnnn1C1CCCC1)C(C)C
0.8	1.1	0.8	-8	2	-0.04	16	1.2	0	Cc1c(OCc2ccc(C(=O)O)o2)ccc2c3c(c(=O)oc12)CCC3
0.3	0.2	1.1	83*	-17	0.15	68*	0.9	3	CC1(C)CC(=O)C2=C(C1)OC(c1cccs1)C(C#N)=C2N (centres undefined)
1.1	1.1	1.1	-10	-1	1.5	-6	0.9	4	O=C(COC(=O)CCc1c[nH]c(=O)[nH]1)Nc1ccccc1Cl
1	0.8	1.2	25	-13	0.56	-2	1.1	-1	CC1CCN(C(=O)COc2ccccc2F)CC1
0.4	0.7	1.9	29	13	-0.06	57*	1.1	-2	Cc1cc(N2CCCCC2)n2ncc(-c3ccc(Cl)cc3)c2n1
1.1	1.1	1.1	-14	-33	.	-14	1.1	-2	CCC(=O)Nc1cccc(NC(C)=O)c1
0.8	1	1.1	4	-11	0.76	16	1.1	-5	CCCN(C(=O)c1ccccc1N)c1c(C)n(C)n(-c2ccccc2)c1=O
0.9	1	1.2	-3	-15	.	8	1.5	0	Cc1cc(NS(=O)(=O)c2ccc(NC(=O)COc3ccccc3C(C)C)cc2)no1
0.4	0.6	1.2	36	-33	-1	61*	1.3	-1	Cc1ccc(CNC(=O)CSc2c3c(nc4ccc(Cl)cc24)CCCC3)o1
0.4	0.1	1.2	93*	14	0.14	60*	1.5	-2	Cc1ccc2[nH]c(=O)c(CN(Cc3cccs3)Cc3nnnn3Cc3ccccc3)cc2c1
0.9	0.9	0.9	11	8	-0.02	10	1	0	C[N+]1(C)CCC(=C2c3ccccc3CC(=O)c3sccc32)CC1
0.9	1.1	1.1	-13	-8	-1.5	11	0.8	-1	Cc1cc(NC(=O)C2CCCC2)nc2c1c(=O)oc1ccccc12
1	0.9	1.1	7	4	-2.2	3	1.2	10	COc1cc(C(=O)Nc2nc(OC)c(-c3ccccc3)c(OC)n2)cc(OC)c1OC
1.1	1	1	-1	-4	0.45	-6	1	-6	CSc1n[nH]c(NC2=CC(=O)CCC2)n1
0.6	0.7	1.1	28	9	0.62	38	1.1	5	CC(=O)Nc1ccccc1N(C)S(=O)(=O)c1ccc(C)cc1
0.3	0.2	1.1	77*	7	-0.15	68*	1.4	0	CC1(C)N=C(SCC(=O)Nc2ccc(Cl)cc2)C(c2ccccc2)=N1

# Some entries already given with just CYP2C9 act, CYP2C9 inh and CD11b adhes inh.
Compound	CYP2C9 act	CYP2C9 inh	CD11b adhes inh
Cc1ccc(CNC(=O)CSc2c3c(nc4ccc(Cl)cc24)CCCC3)o1	0.4	61*	-33
Cc1ccc2[nH]c(=O)c(CN(Cc3cccs3)Cc3nnnn3Cc3ccccc3)cc2c1	0.4	60*	14

# Next part.
CYP2C9 act	CYP2C19 act	MT1-MMP txn act	CYP2C19 inhib	CD11b adhes inh	Pyk2 oligo antag	CYP2C9 inh	PLAP activator	CD11b adhes enh	compound
1.5	0.6	1.7	44	-3	0.02	-55	1	-5	S=C(c1ccc(-c2ccccc2Cl)o1)N1CCOCC1
1	1	.	-2	-6	0.65	5	1	1	CC(=O)c1sc2nc(C)cc(C)c2c1N
0.8	1.1	1.1	-7	-5	.	18	1	-2	Cc1noc(/C=C/N(C)C)c1S(=O)(=O)N1CCN(c2ccccc2)CC1
1	1	.	-2	-15	0.42	2	1	-2	Cc1[nH]c2ccccc2c1C(=O)CN1CCC(C)CC1
0.8	0.9	1.3	6	-13	0.15	22	1.6	0	O=C(Cc1csc(N2CCOCC2)n1)N/N=C/c1ccc(F)cc1
0.4	0	1	98*	5	1	56*	1.2	0	OC(Cn1cncn1)c1ccc(Cl)cc1Cl (centres undefined)
1.5	1.1	1.1	-9	-3	-0.81	-50	1	3	CCNC(=O)C1CCCN1S(=O)(=O)c1ccc(OC)cc1 (centres undefined)
1.2	1.2	1	-16	1	.	-20	1	-1	Cc1cc(C)nc(N2CCN(c3ncnc4c3oc3ccccc34)CC2)n1
0.3	0.6	.	43	-23	2.6	71*	1.4	-4	COc1ccc(-c2[nH]ncc2/C=N\NS(=O)(=O)c2ccccc2)cc1OC
0.3	0.7	1.1	33	5	-0.81	74*	1.1	4	CN1CCc2c(C#N)c(N3CCCCC3)nc(NCc3ccccc3)c2C1

# Screening results as filed in PubChem.
